From PubChem
Avidin bead fluor – green autofluorescence of compounds with avidin beads – biophysical, 488/530 nm, flow cytometry, artefact control, profiling panel. compound fluorescence 488/530 nm; active compounds read high. fluorescence (KMESF) at 10 µM. hit rate 0.38% among 220,000; in the data active = fluorescence above about 47; note: inactives centre near 10
Rab2 wt GTP – modulators of GTP binding to Rab2A wildtype, primary screen, biochemical, dog, bead-based flow cytometry, multiplex; Ras-related protein Rab-2A (Canis lupus familiaris), P61105; GST-Rab2 wt beads, Bodipy-GTP binding; GTP binding activity, % at 10 µM; hit rate 0.19% among 190,000; AID 760, 2007;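 active = GTP binding activity at least 20 points away from 100%, either lowered or raised; inconclusive = signal likely due to the compound's own green fluorescence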;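 note: 0% = beads with excess unlabeled GTP and 100% = no-compound control corrected for plate trend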
ABCB1 block – ABCB1 efflux pump inhibitors, primary screen, cell-based, multiplex, flow cytometry, ABCG2 counter-screen | ATP-dependent translocase ABCB1 (Homo sapiens), P08183 | CCRF-Adr cells, JC-1 efflux | inhibition, % at 6.6 µM | hit rate 0.067% among 190,000; in the data active = inhibition above about 40%;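 note: 0% = vehicle and 100% = reference inhibitor; higher value means more JC-1 retained so stronger ABCB1 efflux block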
HRas wt GTP – modulators of GTP binding to HRas wildtype, primary screen, biochemical, bead-based flow cytometry, multiplex; GTPase HRas (Homo sapiens), P01112; hit rate 0.14% among 190,000; AID 759, 2007; GST-Ras wt beads, Bodipy-FL-GTP binding; actives lie on both sides; GTP binding activity, % at 10 µM;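 active = GTP binding activity at least 20% away from the 100% baseline, either lowered as inhibitor or raised as activator; inconclusive = flagged as likely green fluorescent, judged across all proteins in the well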;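 note: 0% = unlabeled GTP competition control and 100% = no-compound control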
Target sequence (P01112 whole entry, looked up): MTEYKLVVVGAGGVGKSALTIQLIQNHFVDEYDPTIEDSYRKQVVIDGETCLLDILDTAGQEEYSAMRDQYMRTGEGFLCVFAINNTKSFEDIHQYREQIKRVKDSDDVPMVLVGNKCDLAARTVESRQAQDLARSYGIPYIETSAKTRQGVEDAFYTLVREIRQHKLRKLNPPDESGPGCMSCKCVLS
Rab7 wt modul – modulators of GTP binding to Rab7, primary screen, biochemical, wildtype, multiplex bead flow cytometry. GTP binding activity (percent of control), % at 10 µM. hit rate 0.055% among 190,000. GST-Rab7 beads, fluorescent GTP binding; actives lie on both sides; untreated = 100%, excess cold GTP = 0%;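 active = fluorescent GTP binding to Rab7 beads changed by at least 20 points from the 100% baseline, either direction, mostly lower; inconclusive = compound itself probably fluorescent, or too few beads counted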;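 note: median green fluorescence of bound Bodipy-FL-GTP per Rab7 bead population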
ABCG2 block – ABCG2 efflux pump inhibitors, primary screen, multiplex with ABCB1, IgMXP3 cells, flow cytometry; Broad substrate specificity ATP-binding cassette transporter ABCG2 (Homo sapiens), Q9UNQ0; JC-1 efflux; inhibition, % at 6.6 µM; hit rate 0.1% among 190,000; AID 1325, 2008;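 active = inhibition above 80%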;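 note: 0% = DMSO and 100% = nicardipine control wells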
Target sequence (Q9UNQ0 whole entry, looked up): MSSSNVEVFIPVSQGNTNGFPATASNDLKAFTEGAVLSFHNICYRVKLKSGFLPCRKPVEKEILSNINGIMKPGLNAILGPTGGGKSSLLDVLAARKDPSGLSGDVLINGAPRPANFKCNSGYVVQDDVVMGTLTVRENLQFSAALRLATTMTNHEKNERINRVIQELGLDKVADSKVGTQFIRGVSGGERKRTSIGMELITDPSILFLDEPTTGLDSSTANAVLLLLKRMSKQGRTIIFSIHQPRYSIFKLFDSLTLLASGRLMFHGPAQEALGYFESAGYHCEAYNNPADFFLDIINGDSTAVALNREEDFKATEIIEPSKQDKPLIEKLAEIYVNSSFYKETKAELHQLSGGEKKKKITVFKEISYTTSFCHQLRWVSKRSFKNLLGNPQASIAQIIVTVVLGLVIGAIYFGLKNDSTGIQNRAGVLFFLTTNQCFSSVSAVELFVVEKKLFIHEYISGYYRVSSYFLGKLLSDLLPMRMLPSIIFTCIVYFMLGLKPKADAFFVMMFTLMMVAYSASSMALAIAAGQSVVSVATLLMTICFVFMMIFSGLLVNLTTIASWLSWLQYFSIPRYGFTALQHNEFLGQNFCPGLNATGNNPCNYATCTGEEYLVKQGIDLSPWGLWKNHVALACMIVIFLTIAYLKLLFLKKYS
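Read-out basis: Efflux inhibition in percent versus controls | Test system: ABCG2 IgMXP3 and barcoded ABCB1 CCRF-Adr cell mix | Quantity: 3 million cells/mL in well | Schedule: 10 min at 25 °C | Control set: Nicardipine as high control, DMSO as low control | Reagent: JC-1 as fluorescent efflux pump substrate | Signal: Flow cytometry of retained JC-1 fluorescence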
Cdc42 wt – modulators of GTP binding to wildtype Cdc42, primary screen, biochemical, multiplex bead flow cytometry, Bodipy-GTP | GST-Cdc42 beads; actives lie on both sides | percent activity (GTP binding), % at 10 µM | hit rate 0.2% among 190,000 | AID 761, 2007;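 active = percent activity GTP binding at least 20 points away from the 100% baseline, either down as inhibitor or up as activator; inconclusive = compound flagged as likely green fluorescent from well-wide comparison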;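 note: median bead fluorescence of bound Bodipy-FL-GTP at 100 nM; 0% = excess unlabeled GTP control and 100% = no compound control; below 100% means less GTP binding so inhibitor and above means activator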
Target sequence (P60953 whole entry, looked up): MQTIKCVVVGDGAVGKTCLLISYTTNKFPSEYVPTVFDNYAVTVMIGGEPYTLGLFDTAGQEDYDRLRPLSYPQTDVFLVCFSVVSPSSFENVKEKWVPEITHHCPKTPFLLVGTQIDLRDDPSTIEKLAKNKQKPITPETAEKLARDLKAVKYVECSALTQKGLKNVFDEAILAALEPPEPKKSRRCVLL
Rac1 mut GTP – GTP binding modulators of activated mutant Rac1, primary screen, biochemical, bead-based flow cytometry, multiplex, fluorescent GTP | Ras-related C3 botulinum toxin substrate 1 (Homo sapiens), P63000 | GST-Rac1 activated beads; actives lie on both sides; 100% means binding = to untreated wells | percent activity (GTP binding), % at 10 µM | hit rate 0.11% among 190,000;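 active = GTP binding at least 20 percentage points away from the 100% baseline, in either direction, so actives lie on both sides; inconclusive = Compound likely fluorescent itself, or too few beads counted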
Rac1 wt GTP bind – wildtype Rac1 GTP binding modulators, primary screen, biochemical, GST-Rac1 beads, flow cytometry, multiplex | fluorescent GTP binding; actives lie on both sides; 0 = cold GTP competed, 100 = untreated | GTP binding activity (% of control), % at 10 µM | hit rate 0.27% among 190,000;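 active = GTP binding activity at least 20 points away from the 100% control level, either lower or higher; inconclusive = compound flagged as likely green fluorescent, judged across all proteins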
Mcl1 Noxa PPI – Mcl-1/Noxa binding inhibitors, primary screen, biochemical, TR-FRET, 1536-well; Induced myeloid leukemia cell differentiation protein Mcl-1 (Homo sapiens), Q07820; TR-FRET Mcl-1/Noxa peptide binding, 2 h; inhibition, % at 21.7 µM; hit rate 1.5% among 220,000;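 active = compounds that cut the protein-peptide binding signal by more than 50% relative to plate controls in a single-dose test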;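 note: His-tagged Mcl-1 with rhodamine Noxa BH3 peptide and terbium anti-His antibody; 0% = Mcl-1 plus Noxa peptide wells and 100% = peptide-only wells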
Pf gamet viab – late stage P. falciparum gametocyte viability inhibitors, primary screen, ATP luminescence, HTS; P. falciparum stage V gametocytes, 24 h; AID 743093, 2013; hit rate 0.065% among 150,000; inhibition, % at 10.9 µM;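 active = inhibition above the mean plus 3 SD of compounds within the control limits, set per campaign, cut at about 38% in these data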;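 note: 0% = DMSO wells and 100% = medium only without gametocytes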
Numbers without * were called inactive; ? = inconclusive; . = not tested or not shown.

SMILES	Avidin bead fluor	Rab2 wt GTP	ABCB1 block	HRas wt GTP	Rab7 wt modul	ABCG2 block	Cdc42 wt	Rac1 mut GTP	Rac1 wt GTP bind	Mcl1 Noxa PPI	Pf gamet viab
O=C(CCN1C(=O)C2CC=C(Cl)CC2C1=O)NC1CCCCC1 (centres undefined)	13	100	1.2	101	100	0	99	100	103	7	.
Nc1nonc1C(=O)N/N=C/c1ccc(-c2cccc([N+](=O)[O-])c2)o1	14	91	0.6	93	97	2	93	96	95	18	.
Cc1oc(-c2cccc(Cl)c2)nc1CN1CCC(C(=O)NCc2ccco2)CC1	7	95	0.5	96	94	2	96	94	98	-13	.
O=C(NC1CCCC1)c1ccc(S(=O)(=O)N2CCOCC2)cc1	22	100	0.6	99	98	2	102	96	102	-10	.
Nc1ccc(-c2cc(-c3ccc(N)cc3)nc(-c3ccccc3)n2)cc1	4	102	-1.2	101	105	-3	104	101	101	13	-16
CC1CN(CCc2ccccc2)c2nc3c(c(=O)[nH]c(=O)n3C)n2C1 (centres undefined)	8	99	1.5	101	97	5	99	99	102	2	.
Cc1ccc(C)c(CSc2nnc(-c3cccnc3)n2N)c1	14	98	-0.3	98	96	1	97	97	100	-5	-11
COCCCNC(=O)COc1cc(C)c(Cl)c(C)c1	8	103	0.3	103	100	2	105	99	107	31	.
COc1cccc(CNC2CCCc3ccccc32)c1OC (centres undefined)	10	102	-0.2	99	103	2	97	96	102	15	-33
CC(=O)Nc1ccc(S(=O)(=O)N(Cc2ccccc2)C(C)C)cc1	8	100	0.8	101	96	3	103	100	103	-19	12
COc1ccc(OC)c(Nc2nc(-c3ccc(O)c(O)c3)cs2)c1	16	98	0.0	99	99	-2	100	97	101	69*	.
CCc1nnc(NC(=O)CSc2nc3c(c(=O)n2C)SC(C)C3)s1 (centres undefined)	8	99	-0.1	100	99	1	102	99	103	2	.
COc1ccc(CC2S/C(=N/N=C/c3ccc(O)cc3)NC2=O)cc1 (centres undefined)	22	97	-0.1	93	102	0	93	92	93	26	-15
CCOc1cc(C)c(C(C)C)cc1S(=O)(=O)N1CCN(C)CC1	13	96	1.6	99	97	6	97	93	99	-10	8
Cc1ccc(S(=O)(=O)NNC(=O)c2snnc2C)cc1	12	102	-0.5	100	101	0	99	95	99	10	.
COc1ccccc1CNC(=O)CN(c1ccc(C)cc1)S(=O)(=O)c1c(C)nn(C)c1C	14	103	2.8	102	104	9	102	99	105	-7	-4
CCn1c(=O)n(CC(=O)Nc2cccc(OC)c2)c(=O)c2ccccc21	17	97	0.9	99	96	5	99	97	97	2	-2
Cc1cc2cc3c(cc2nc1SCC(=O)OC(C)C)OCO3	38	97	0.8	97	98	13	101	98	103	3	.
O=C(NCCCNCCCNC(=O)c1ccccn1)c1ccccn1	9	98	-0.5	99	95	0	97	99	96	-6	.
CN(C)c1ccc(/C=N/NC(=O)c2nonc2N)cc1[N+](=O)[O-]	12	98	0.5	96	97	8	99	97	103	1	15
CCCCn1c(C)cc(C)c(S(=O)(=O)c2ccccc2C)c1=O	7	98	-0.6	100	99	2	103	97	106	-5	-17
COc1ccc(N2CCN(CC(O)COc3ccccc3[N+](=O)[O-])CC2)cc1 (centres undefined)	5	100	10	103	101	25	101	102	101	33	-43
COc1cc2c(cc1OC)CN(CC(=O)Nc1cccc(C)c1)CC2	24	101	1.8	103	103	15	106	101	104	-13	.
c1ccc(C[n+]2cccc3c4ccccc4ccc32)cc1	14	100	0.1	99	94	4	102	101	106	-16	.
COc1cc(S(=O)(=O)N2CCOCC2)ccc1NC(=O)CN1c2cccc3cccc(c23)S1(=O)=O	5	99	-1.1	98	102	-5	98	98	100	8	6
NS(=O)(=O)c1ccc(CCNC(=O)c2cccc(OC(F)F)c2)cc1	11	98	-0.1	101	97	9	98	98	98	2	6
O=C(O)CC(NC(=O)COc1ccccc1)c1cccc([N+](=O)[O-])c1 (centres undefined)	6	98	0.2	99	97	1	99	95	100	21	18
O=C(Nc1cccc(O)c1)C(=O)Nc1ccccn1	4	99	0.6	102	100	2	102	99	102	17	4
O=C(NCC1OCCc2ccccc21)c1ccco1 (centres undefined)	9	101	0.2	103	99	2	103	98	103	3	14
Cn1c(=O)c2c(ncn2CC(=O)N2CCc3ccccc3C2)n(C)c1=O	30	100	0.2	101	98	1	102	101	103	-2	.
COC(=O)c1ccc(NC(=S)NC2CCCCC2)cc1	19	99	0.7	100	99	9	102	101	100	41	13
Cc1cc2nnc(SCC(=O)OC(C)C)n2c2ccccc12	11	100	0.6	99	99	17	101	101	103	11	.
Cc1ccc2nc(SCC(=O)NNC(=O)c3ccccc3)[nH]c2c1	7	100	0.7	101	101	9	104	101	106	7	7
COC(=O)C1=NNC(C(=O)c2ccco2)C1c1ccccc1 (centres undefined)	5	100	3.3	101	103	7	98	96	98	29	30
Cc1ccc(S(=O)(=O)NC2c3cccc4cccc(c34)C2Sc2nncn2C)cc1 (centres undefined)	2	101	1.4	102	97	-1	99	102	108	0	12
CCCn1nc2cc(C(=O)NCCc3cccs3)ccc2c1OCC	8	100	1.2	101	103	10	101	99	100	-5	16
O=C1CCCc2sc3c(c2N1)CCCCC3	35	101	0.2	102	99	1	103	101	104	2	-5
Cn1c(=Nc2ccc(N3CCOCC3)cc2)ccc2ccccc21	10	97	0.8	95	93	1	97	96	98	18	.
Cc1nc(CS(=O)(=O)c2ccccc2)cc(Sc2ccccc2Cl)n1	7	99	0.4	99	99	1	98	100	102	-7	3
Cc1cccc(CSc2nc3c(c(=O)[nH]2)CCC3)c1	9	93	1.3	93	94	10	95	92	94	3	-29
CCNc1c(NC(C)=O)c(=O)oc2ccccc12	15	102	0.3	100	97	6	101	103	102	-2	-3
COc1ccc(CCNCC(O)c2ccccc2)cc1 (centres undefined)	24	94	0.7	92	89	1	98	96	95	31	21
CCCN1CNc2c(c(=O)[nH]c(=S)n2CCc2ccccc2)C1	13	99	0.5	98	102	10	98	98	99	-9	-9
CCCNS(=O)(=O)c1cc(Br)cc2c1N(C(=O)CC)CC2	9	101	0.6	102	103	2	102	99	103	-1	3
O=S(=O)(c1cccc(-c2nnco2)c1)N1CCCC1	11	104	0.1	104	97	0	106	100	103	0	.
Cc1[nH]c2ccccc2c1/C=C/c1cc[n+](C)cc1	27	102	11	103	106	15	103	100	107	-168	.
O=C(c1ccco1)N1CCN(S(=O)(=O)c2ccc(C3CCCCC3)cc2)CC1	11	98	-0.2	99	97	-2	96	96	96	-13	.
OCCC1CN(Cc2ccc3ncccc3c2)CCN1Cc1ccccc1 (centres undefined)	4	97	1.5	96	93	3	97	97	103	8	0
CCN1CCN(C(=O)/C=C\C(=O)O)CC1	24	103	1.1	105	105	4	103	99	103	12	.
Cc1nc2ccccc2c2oc(C(=O)N3CCC(N4CCCCC4)CC3)cc12	8	100	1.0	101	99	1	105	101	106	27	.

Next section:
SMILES	Avidin bead fluor	Rab2 wt GTP	ABCB1 block	HRas wt GTP	Rab7 wt modul	ABCG2 block	Cdc42 wt	Rac1 mut GTP	Rac1 wt GTP bind	Mcl1 Noxa PPI	Pf gamet viab
CCN(CC)c1ccc(NC(=O)Cn2c(C(C)NC(=O)c3ccc(C)cc3)nc3ccccc32)cc1 (centres undefined)	33	99	1.3	100	101	9	98	97	96	32	11
CCOC(=O)Cn1nc(-c2ccccc2)c2cnc3ccc(CC)cc3c21	.	98	3.5	100	97	7	99	99	105	-12	.
O=S(=O)(NNc1ccc(Cl)nn1)c1ccc(F)cc1	19	101	-1.5	100	100	-7	104	101	105	14	.
O=C(N/N=C\C=C\c1ccco1)c1cc(-c2ccc3ccccc3c2)n[nH]1	13	?	-0.1	?	?	-1	?	?	?	93*	.
Cc1ccc(C(=O)O/N=C/c2c(C)nn(C)c2Cl)cc1	7	96	-0.1	93	98	0	98	96	103	19	-6
O=C(CCN1C(=O)C2C3C=CC(C3)C2C1=O)NC1CCCc2ccccc21 (centres undefined)	26	99	0.4	99	98	1	100	97	96	9	.
COc1ccc(/C=C2/SC(=O)NC2=O)cc1	13	101	0.2	101	107	5	99	97	107	17	.
CC(=O)Nc1ccc2c(c1)CCC2=O	12	99	0.0	99	101	1	100	100	103	-19	.
CC(C)(C)C(=O)Cn1ncc(Cl)c(Cl)c1=O	10	98	0.3	97	102	0	96	96	101	3	-15
CC1CCc2sc3ncn4nc(C(=O)NCc5ccco5)nc4c3c2C1 (centres undefined)	31	100	0.8	99	100	2	100	97	102	-2	.
COC(=O)CSc1n[nH]c(-c2cccnc2)n1	36	103	0.1	102	98	2	106	99	101	16	13
CS(=O)(=O)N1CCN(c2cccc(Cl)n2)CC1	8	98	-0.9	97	100	10	96	95	97	7	18
Cc1cc(S(=O)(=O)N2CCCCCC2)c(Cl)cc1Cl	39	101	0.4	103	101	2	103	98	104	-34	27
CN1CCN(S(=O)(=O)c2ccc(NC(=O)c3cccc(S(=O)(=O)N4CCCC4)c3)cc2)CC1	7	96	1.1	98	96	6	100	97	98	9	.
CCC(C)NCCOc1ccc(C)cc1[N+](=O)[O-] (centres undefined)	10	98	0.8	98	103	6	101	96	100	26	-10
COc1ccc(N(CC(=O)N2CCCCCC2)S(=O)(=O)c2c(C)[nH]c(=O)[nH]c2=O)cc1	6	100	0.3	101	100	2	103	97	102	10	.
COC(CNC(=O)c1cccc2c1C(=O)N(Cc1cccnc1)C2)OC	9	97	0.7	97	95	1	98	94	93	.	17
